# S1P4 agonist = S1P4 receptor agonists, primary screen, cell-based; Sphingosine 1-phosphate receptor 4 (Homo sapiens), O95977; S1P4-expressing cell line, agonist reporter assay; activation, % at 4.98 µM; 220,000 tested, 0.35% active; in the data active means activation above about 11%;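 further: 0% = DMSO vehicle and 100% = reference agonist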
# S1P4 antag = S1P4 receptor antagonists, primary screen, cell-based. Sphingosine 1-phosphate receptor 4 (Homo sapiens), O95977. S1P4-expressing cells, antagonist mode, reporter read-out. inhibition, % at 4.98 µM. 220,000 tested, 0.26% active. AID 1510, 2009; in the data active means inhibition above about 29%;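 further: 0% = wells stimulated with agonist and 100% = vehicle wells without agonist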
# PERK inhibitor = block of dimerizer-induced PERK translation repression, primary screen, PERK inhibitor project, CHO PERK-DD cells, SEAP luminescence, HTS; CHO PERK-DD fusion, SEAP luminescence translation reporter; AID 1416, 2008; 220,000 tested, 0.17% active; Eukaryotic translation initiation factor 2-alpha kinase 3 (Homo sapiens), Q9NZJ5; inhibition, % at 5.6 µM;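 active means inhibition above the mean inhibition of all tested compounds plus 3 SD, set separately per screening campaign, cut at about 2.9% in these data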;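 further: PERK kinase domain activated by AP20187 dimerizer at 100 nM; 0% = DMSO with dimerizer and 100% = rapamycin at 8.4 µM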
# MDM2 E3 inh = MDM2-luciferase reporter signal enhancers, primary screen, MDM2 E3 ligase inhibitor project, cell-based, luminescence, 1536-well | AID 1230, 2008 | cell-based MDM2 ubiquitination luciferase reporter, 2 h; 0 = plate control, 100 = twice control, blank-subtracted | signal enhancement, % at 5 µM | E3 ubiquitin-protein ligase Mdm2 (Homo sapiens), Q00987 | 210,000 tested, 0.11% active;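 active means signal enhancement of 30% or more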;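 further: luminescence tracks abundance of the self-degrading MDM2-luciferase fusion protein; higher signal means inhibition of MDM2 E3 ligase activity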
#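 Test system: mammalian cells stably expressing self-ubiquitinating, self-degrading MDM2 E3–luciferase fusion; Amount: 2000 cells in each well; Medium: DMEM; Schedule: 4 h settle plus 2 h compound, 37 °C; Technique: SteadyLite luciferase luminescence after 15 min room-temperature reagent incubation; Benchmarks: plate control and blank wells.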
# BaF3 tox = parental Ba/F3 cell viability inhibition, counter-screen for JAK2V617F inhibitor project, murine pro-B, CellTiter-Glo luminescence; CellTiter-Glo ATP luminescence; AID 1486, 2009; inhibition, % at 5.6 µM; 220,000 tested, 1.1% active;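 active means inhibition above a per-campaign cutoff, the mean inhibition of all tested compounds plus 3 SD, cut at about 27% in these data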;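 further: 0% = DMSO wells and 100% = JAK Inhibitor I control wells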
# Ba/F3 V617F tox = reduced viability of JAK2V617F-dependent Ba/F3 cells, primary screen, JAK2V617F inhibitor project, cell-based, Ba/F3 EpoR-JAK2V617F, luminescence; ATP luminescence; inhibition, % at 5.6 µM; 220,000 tested, 1.1% active; AID 1446, 2008;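 active means inhibition above the campaign mean plus 3 SD over all tested compounds, cut at about 24% in these data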;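 further: cytokine-independent growth of Ba/F3 cells driven by EpoR plus mutant JAK2; 0% = DMSO-treated cells and 100% = JAK inhibitor I control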
# eIF4E 4G PPI = eIF4E–eIF4G protein interaction inhibitors, primary screen, biochemical, uHTS, TR-FRET, eIF4GI fragment | TR-FRET eIF4E-eIF4GI(517-606) binding, 2 h | 220,000 tested, 0.37% active | Eukaryotic translation initiation factor 4E (Mus musculus) + Eukaryotic translation … | inhibition, % at 21.7 µM;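 active means inhibition above about 30%, limit read from the data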;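 further: 0% = full FRET control wells and 100% = background wells lacking eIF4GI fragment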
# NPY2 pot ag = NPY-Y2 potentiators or agonists, primary screen, cell-based. activation, % at 3.6 µM. Neuropeptide Y receptor type 2 (Homo sapiens), P49146. cells expressing NPY-Y2, potentiator/agonist read-out. 220,000 tested, 0.45% active. AID 1359, 2008; in the data active means activation above about 27%;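 further: cells stimulated with NPY near EC25 plus isoproterenol at EC100; 0% = vehicle plus submaximal agonist and 100% = vehicle plus saturating agonist; some results beyond the cut were filed as inactive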
# Target sequence (P49146 whole entry, looked up): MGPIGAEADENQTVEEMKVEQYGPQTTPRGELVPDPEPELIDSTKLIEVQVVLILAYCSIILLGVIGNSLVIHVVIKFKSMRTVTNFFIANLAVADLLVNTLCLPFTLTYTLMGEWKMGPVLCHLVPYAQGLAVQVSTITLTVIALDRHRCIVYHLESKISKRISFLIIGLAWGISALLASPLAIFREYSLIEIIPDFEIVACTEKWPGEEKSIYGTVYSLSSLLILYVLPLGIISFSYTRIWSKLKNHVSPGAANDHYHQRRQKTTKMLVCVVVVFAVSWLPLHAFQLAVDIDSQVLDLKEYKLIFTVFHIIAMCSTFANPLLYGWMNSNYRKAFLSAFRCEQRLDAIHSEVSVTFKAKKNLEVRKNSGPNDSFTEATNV
# Wee1 degr inh = Wee1 degradation inhibitors, primary screen, cell-based, HeLa, Wee1K328M-luciferase, luminescence | HeLa Luc-Wee1K328M stability; 100% = proteasome inhibitor MG132 effect | reporter increase, % at 5 µM | 220,000 tested, 1.2% active;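 active means activation above the mean of all tested compounds plus 3 SD, set per screening run, cut at about 8.8% in these data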;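 further: cells exposed to compound for 20 h before luminescence read; 0% = DMSO alone and 100% = MG132 at 30 µM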
# Target sequence (P30291 whole entry K328M): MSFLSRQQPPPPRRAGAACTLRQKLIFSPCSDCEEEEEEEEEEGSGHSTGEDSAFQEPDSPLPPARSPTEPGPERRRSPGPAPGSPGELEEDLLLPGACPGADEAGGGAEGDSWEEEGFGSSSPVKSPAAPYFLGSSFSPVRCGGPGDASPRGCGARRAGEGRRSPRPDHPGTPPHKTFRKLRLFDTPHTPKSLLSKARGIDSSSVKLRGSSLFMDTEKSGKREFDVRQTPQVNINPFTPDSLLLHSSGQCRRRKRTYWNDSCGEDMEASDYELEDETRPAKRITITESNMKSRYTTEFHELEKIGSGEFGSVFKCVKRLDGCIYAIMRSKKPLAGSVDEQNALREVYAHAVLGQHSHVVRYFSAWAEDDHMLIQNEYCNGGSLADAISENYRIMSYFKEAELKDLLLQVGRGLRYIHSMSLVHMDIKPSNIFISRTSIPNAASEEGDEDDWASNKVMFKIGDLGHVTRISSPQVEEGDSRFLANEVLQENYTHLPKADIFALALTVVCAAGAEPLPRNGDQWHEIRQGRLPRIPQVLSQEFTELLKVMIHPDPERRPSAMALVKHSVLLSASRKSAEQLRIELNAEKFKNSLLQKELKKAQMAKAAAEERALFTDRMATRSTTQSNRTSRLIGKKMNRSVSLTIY
# * hit, by the source's call; . = no result given; [ ] = another dose, or the depositor's remark.
compound	S1P4 agonist	S1P4 antag	PERK inhibitor	MDM2 E3 inh	BaF3 tox	Ba/F3 V617F tox	eIF4E 4G PPI	NPY2 pot ag	Wee1 degr inh
CCc1nnc(NC(=O)CSc2nc3cc(OC)ccc3cc2C)s1	0.4	-3	-0.1	-22	2	-3	1	-5	1
O=C(COC(=O)CC(c1ccccc1)c1ccccc1)NCc1ccccc1	0.2	-7	0.9	18	3	1	16	14	-2
CCc1nnc(NS(=O)(=O)c2ccc(N/C=C/C(=O)c3ccc(C)cc3)cc2)s1	1.3	-27	-0.4	-1	5	2	-8[fluorescence artefact?]	-14	-4
O=C(c1cccc(Cl)c1)N1CCCC(C(=O)N2CCCCCC2)C1 (centres undefined)	2.7	-12	-0.2	-2	6	1	7	-1	-2
O=C(/C=C/c1cccs1)NC(=S)Nc1ccc(S(=O)(=O)Nc2ccccc2C(F)(F)F)cc1	0.9	-11	-1.3	-9	2	-4	1	27	3
CN(C)c1ccc(CN(C(=O)c2ccc(Cl)c([N+](=O)[O-])c2)C2CCS(=O)(=O)C2)cc1 (centres undefined)	-1.9	9	1.4	-7	-9	-3	2	8	-3
Cc1cc(N2CCc3ccccc32)n2ncnc2n1	-0.6	12	0.3	.	8	3	.	-21	-2
CCOC(=O)C1=C(C)OC(N)=C(C#N)C1c1cc(Cl)c(OCC(N)=O)c(OC)c1 (centres undefined)	-0.2	-4	1.0	2	4	0	4	2	1
Cc1cc(=O)n2c3ccccc3n(CC(O)CN3CCC(C)CC3)c2c1C#N (centres undefined)	0.5	-11	-0.8	-15	0	-3	5[fluorescence artefact?]	-10	-2
CCOC(=O)n1c(=O)oc2ccccc21	1.2	-12	-0.1	-6	5	2	-1	6	6
O=C1CCC(C(=O)OC(C(=O)c2c[nH]c3ccccc23)c2ccccc2)=NN1 (centres undefined)	0.5	-5	0.1	-18	10	4	-19	7	0
FC(F)(F)c1cnc(-c2cnc(-c3cccnc3)nc2)c(Cl)c1	0.9	-3	0.6	-24	3	1	2	-3	-1
CCC1(C)Cc2c(sc3c2c(=O)n(C)c2nnc(SCc4ccccc4)n32)CO1 (centres undefined)	-2.0	-37	1.0	-2	0	-5	5	10	3
CCOC(=O)N1CCC(c2nc3ccccc3[nH]2)CC1	0.0	17	0.6	-5	3	1	0	14	0
COc1ccc(OC)c(NC(=O)CSc2nnc(-c3ccco3)n2-c2ccc(C(=O)O)cc2)c1	-0.5	-1	0.8	5	5	5	3	13	3
COc1ccc(CCNC(=O)CSc2nc3ccccc3o2)cc1OC	-0.1	3	-0.5	-2	5	3	-8	-16	-2
Cc1[nH]c(=S)[nH]c(=O)c1Cc1ccccc1	-1.2	-11	0.6	-45	2	-4	-1	-3	-3
O=C(Cn1cnc([N+](=O)[O-])n1)N/N=C/c1ccc2ccccc2c1	2.1	2	0.3	-13	-2	-2	3	8	1
CCOc1ccc(OCC)c(NC(=O)CSc2nnc(-c3cccnc3)o2)c1	0.1	-3	1.5	-1	-3	-3	-1	10	-2
O=C(Nc1ccc2oc(Cc3ccc(Cl)cc3)nc2c1)c1cccnc1	-1.8	-5	-1.0	-12	1	-3	4	-4	-1

compound	S1P4 agonist	S1P4 antag	PERK inhibitor	MDM2 E3 inh	BaF3 tox	Ba/F3 V617F tox	eIF4E 4G PPI	NPY2 pot ag	Wee1 degr inh
CCS(=O)(=O)N1CCCC(C(=O)NCCc2ccc(OC)c(OC)c2)C1 (centres undefined)	-1.1	0	0.8	-12	7	0	-2	0	1
CC(C)=C1C2CCC1C1C(=O)N(c3ccc(C)c(C)c3)C(=O)C21 (centres undefined)	-1.1	-4	-0.4	-11	0	-2	0[fluorescence artefact?]	-1	0
COc1ccc(C(CC(=O)O)NC(=O)c2sc3ccccc3c2Cl)cc1 (centres undefined)	-2.4	-92	0.1	-8	3	-4	1	-16	4
Cc1cccc(-c2nnc3n2N=C(c2ccccc2)CS3)c1	0.4	0	-0.6	0	4	-1	7	-6	0
NS(=O)(=O)c1ccc(NC(=S)NC(=O)c2ccc(-c3ccccc3)cc2)cc1	3.2	0	0.8	-5	4	-4	-5[fluorescence artefact?]	-1	0
Brc1ccc2ncnc(NCc3cccnc3)c2c1	0.6	0	0.2	-20	-5	-4	1	5	1
CCCCNC(=O)c1ccc2c(OCC)n(CCCC)nc2c1	1.2	-2	-0.8	-10	0	-2	1	-4	0
Cc1ccc(-n2c(O)c(C=NCc3ccccn3)c3ccccc3c2=O)cc1	0.2	-16	-1.2	.	7	1	2	9	1
COCc1nnc(NC(=O)c2sc3ccccc3c2Cl)s1	-0.7	4	1.2	-19	6	-4	-5	6	6
Cc1ccc(C(=O)CSc2ccc(-c3ccccc3)nn2)cc1	-0.9	-3	0.3	-10	9	5	4	-13	-2
COc1ccc(C2CC(C(F)(F)F)n3ncc(C(=O)Nc4c(C)n(C)n(-c5ccccc5)c4=O)c3N2)cc1 (centres undefined)	2.5	-4	0.1	5	3	-2	-3[fluorescence artefact?]	-7	-1
O=C1Nc2ccccc2/C1=N\N=C\C1=C(N2CCOCC2)C(=C\c2ccccc2)/CC1	-1.4	4	0.8	6	-1	-2	9[fluorescence artefact?]	42*	-2
N/C(Cc1ccc([N+](=O)[O-])cc1)=N\OC(=O)c1ccccc1Br	-1.7	-1	0.1	-8	2	-2	3	12	1
Cc1ccc(Cl)cc1N1CCN(S(=O)(=O)c2ccc3[nH]c(=O)c(=O)[nH]c3c2)CC1	-0.5	-8	1.9	13	3	-1	3	-16	3
O=C(CCc1nc2ccccc2c(=O)[nH]1)Nc1ccc(Cl)c(Cl)c1	-0.3	2	0.5	12	4	1	9[fluorescence artefact?]	-11	0
COCCNc1nc(-c2cc(C)c(C)cc2C)cs1	0.6	-11	1.2	.	4	0	-3	7	-1
CN(C)S(=O)(=O)c1cccc(NC(=O)c2cc(=O)[nH]c3ccccc23)c1	1.5	-8	0.4	1	-1	-2	1	10	1
COc1cc(C(C[N+](=O)[O-])c2c(N)n(C)c(=O)n(C)c2=O)ccc1O (centres undefined)	-0.1	-7	1.8	-9	3	-1	1	11	-3
COc1ccccc1Oc1c(C)oc2c(CN3CCOCC3)c(O)ccc2c1=O	1.4	-21	-0.4	0	-2	2	6	2	1
CCOC(=O)c1ccc(-n2c(O)c(/C=N/NC(=O)C3COc4ccccc4O3)c3ccccc3c2=O)cc1 (centres undefined)	1.3	-3	0.2	-5	2	-2	0	3	-3

# Brought forward from above: two compounds, then new ones.
compound	S1P4 agonist	S1P4 antag	PERK inhibitor	MDM2 E3 inh	BaF3 tox	Ba/F3 V617F tox	eIF4E 4G PPI	NPY2 pot ag	Wee1 degr inh
COc1ccccc1Oc1c(C)oc2c(CN3CCOCC3)c(O)ccc2c1=O	1.4	-21	-0.4	0	-2	2	6	2	1
CCOC(=O)c1ccc(-n2c(O)c(/C=N/NC(=O)C3COc4ccccc4O3)c3ccccc3c2=O)cc1 (centres undefined)	1.3	-3	0.2	-5	2	-2	0	3	-3
CCOc1ccc(C2=Nc3ccc(Br)cc3C(c3ccc(N4CCOCC4)cc3)=NN2)cc1	0.8	-1	-0.3	-4	-1	-1	-1	-11	3
CN(C)Cc1cc(C(C)(C)C)c(O)c(C(C)(C)C)c1	4.4	-3	0.4	-10	0	-3	5	9	-2
CCCOC(=O)c1cc(NC(=O)/C=C/c2ccccc2)ccc1O	0.5	-8	-1.2	-10	12	4	2	-19	1
COc1ccc(CCC(=O)O)cc1OC	0.3	1	0.8	-7	1	-1	1	-21	4
C=CC[n+]1c(-c2ccc(OC)cc2)csc1NNC(=O)Nc1ccccc1	3.3	-11	-0.8	.	7	-2	12	-9	-3
COc1cc(OC)c(NC(=O)CCNS(=O)(=O)c2ccc3c(c2)oc(=O)n3C)cc1Cl	0.6	-11	0.9	12	8	1	-2	2	1
CCOC(=O)c1sc(NC(=S)n2cc(C)cn2)c(C(=O)OCC)c1C	-0.5	-17	0.6	.	2	0	.	0	-2
CCS(=O)(=O)NCC(c1cccnc1)N1CCN(c2ccccc2OC)CC1 (centres undefined)	0.6	-2	0.1	-10	6	1	0	-4	-1
CCOCCn1c(C(C)O)nc2ccccc21 (centres undefined)	0.7	-18	1.0	-4	-2	-3	2	7	-1
COc1cccc(/C=N/NC(=O)C(=O)N/N=C/c2cccc(OC)c2OC)c1OC	0.8	-11	1.8	-5	1	0	-2[fluorescence artefact?]	28	0
CCC(=O)n1nc(-c2ccc(Cl)cc2)nc1NCc1ccccc1	0.3	-23	0.9	-12	6	3	1	5	7
CCOC(=O)N1CCN(C(=O)CN(C2CCCCC2)S(=O)(=O)c2ccc(F)cc2)CC1	-1.5	-2	-2.1	-21	3	1	3[fluorescence artefact?]	12	5
Fc1cccc(NC(=S)NCc2ccccc2Cl)c1	1.3	-12	0.1	1	0	3	3	11	-1
COc1ccc(CN2CCCC(C(=O)c3cccc(C(F)(F)F)c3)C2)cc1O (centres undefined)	1.2	-22	0.5	3	7	5	2	-8	1
NC(=O)c1ccccc1OCC(=O)Nc1ccc(Cl)c(Cl)c1	-0.2	8	0.3	-19	-2	4	1	-12	1
COc1ccc(-n2c(SCc3cn4c(C)cccc4n3)nc3ccccc3c2=O)cc1OC	3.1	-19	-1.3	3	6	3	0	-3	0
O=C(CCc1ccccc1)N1CCN(c2ccc(Cl)cc2)CC1	-1.2	9	0.3	9	4	0	-3	-14	0
C#CCCCc1nc2ccccc2c(=O)n1N	1.8	-6	0.5	-4	1	-3	5	6	0
COc1cccc(-c2cnc(OC(C)(C)C)nc2OC(C)(C)C)c1	-0.9	-1	1.0	-8	1	-1	2	5	1
CCn1c(SCC(=O)N/N=C/C=C/c2ccco2)nnc1-c1ccccc1	-3.5	-1	-0.4	-1	7	4	4	-2	-2

compound	S1P4 agonist	S1P4 antag	PERK inhibitor	MDM2 E3 inh	BaF3 tox	Ba/F3 V617F tox	eIF4E 4G PPI	NPY2 pot ag	Wee1 degr inh
COc1ccc2cc(CN(Cc3cccnc3)S(=O)(=O)c3ccccc3)c(=O)[nH]c2c1	1.2	1	-0.5	-3	4	-1	5	38	-4
c1ccc(-c2nc(C3CCCCC3)no2)cc1	1.2	-17	-0.1	4	6	-1	3	6	-3
COc1ccc(N2C(=O)C3C(c4ccc(OC)cc4O)NC(Cc4ccccc4)(C(=O)O)C3C2=O)cc1 (centres undefined)	-0.4	-1	0.1	-8	1	4	-3	3	1
CCCCN(CC(=O)NCc1ccc(F)cc1)C(=O)c1ccco1	0.8	-11	-1.5	-32	2	4	-2	-6	0
NC1=CC(=O)c2cccc3cccc1c23	-2.5	-9	-0.3	.	2	4	.	-2	2
COc1ccc2nc(NCCO)[nH]c2c1	-2.6	-4	-0.1	-5	2	-3	0	5	1

# Screens as filed in PubChem.
